Assay outcomes as filed in PubChem.
LYP act: activators of human LYP (PTPN22) phosphatase. recombinant LYP, DiFMUP fluorescence; 0 = plate median, 100 = signal doubled. activation, % at 2 µM. 96,000 tested, 0.11% active. AID 697;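 active means activation at 2 µM above a set limit, the mean plus 5 SD, cut at about 37% in these data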
Target sequence (Q9Y2R2 whole entry, looked up): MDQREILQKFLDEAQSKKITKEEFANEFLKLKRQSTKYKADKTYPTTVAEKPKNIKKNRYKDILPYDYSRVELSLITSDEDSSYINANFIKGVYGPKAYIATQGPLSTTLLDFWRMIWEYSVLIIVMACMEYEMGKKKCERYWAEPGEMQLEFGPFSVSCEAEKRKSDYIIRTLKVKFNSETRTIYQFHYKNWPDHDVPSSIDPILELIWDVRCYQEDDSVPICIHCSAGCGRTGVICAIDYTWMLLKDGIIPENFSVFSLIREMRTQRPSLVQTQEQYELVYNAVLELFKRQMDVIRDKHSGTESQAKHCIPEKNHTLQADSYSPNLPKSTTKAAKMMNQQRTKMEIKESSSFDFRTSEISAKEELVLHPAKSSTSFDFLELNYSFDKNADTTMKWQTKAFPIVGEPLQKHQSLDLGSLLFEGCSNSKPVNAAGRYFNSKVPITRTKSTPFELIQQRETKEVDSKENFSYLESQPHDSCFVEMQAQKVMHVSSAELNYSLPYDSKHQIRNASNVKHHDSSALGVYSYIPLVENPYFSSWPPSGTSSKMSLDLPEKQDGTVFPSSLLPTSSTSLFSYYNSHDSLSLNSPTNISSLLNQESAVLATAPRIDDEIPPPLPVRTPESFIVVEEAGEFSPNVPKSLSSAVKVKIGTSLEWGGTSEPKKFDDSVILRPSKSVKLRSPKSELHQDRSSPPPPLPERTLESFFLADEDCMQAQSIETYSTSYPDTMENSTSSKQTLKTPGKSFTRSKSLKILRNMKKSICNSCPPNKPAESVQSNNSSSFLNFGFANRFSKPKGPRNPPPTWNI
Plk1 PBD FP: inhibitors of human Plk1 polo box domain binding | P53350 | Plk1 PBD phosphopeptide binding, fluorescence polarization | inhibition, %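 (tested at about 20 µM)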 | 97,000 tested, 0.13% active | AID 693; in the data active means inhibition above about 34%, passing the limit was not always enough
PLK1 kinase inh: inhibitors of human PLK1 kinase; P53350; recombinant PLK1 kinase, TR-FRET peptide phosphorylation; inhibition, % at 10 µM; 97,000 tested, 0.53% active;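 active means inhibition of 50% or more in the single-concentration screen; inactive means inhibition below 50%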;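 further: 0% = DMSO max control and 100% = H-89 dihydrochloride min control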
PTPN22 inh 2: LYP (human) phosphatase inhibition; Q9Y2R2; recombinant LYP catalytic domain, DiFMUP fluorescence; inhibition, % at 2 µM; 96,000 tested, 0.21% active;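 active means inhibition at 2 µM at or above a set limit, the screen mean plus 3 SD, cut at about 24% in these data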;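 further: 0% = DMSO with enzyme and 100% = enzyme fully blocked by orthovanadate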
F-actin modifier: cytoskeleton assembly modification; HUVEC TNFa F-actin phalloidin imaging, high content; inhibition, % at 2 µM; 91,000 tested, 0.18% active; AID 836;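 active means inhibition above the batch mean plus 3 SD and confirmed as a hit by visual image inspection, cut at about 30% in these data, passing the limit was not always enough; inconclusive means above the inhibition threshold but rejected on visual inspection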; further: strong numbers were not always called active
Rev-RRE block: inhibitors of HIV-1 Rev-RRE RNA interaction; inhibition, % at 8 µM; 97,000 tested, 0.79% active; Rev peptide-RRE RNA binding, FRET; P05866;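 active means inhibition above the screen-wide mean plus 3 SD, cut at about 35% in these data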;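 further: 0% = median DMSO wells and 100% = median Neomycin B control wells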
Target sequence (P05866 whole entry, looked up): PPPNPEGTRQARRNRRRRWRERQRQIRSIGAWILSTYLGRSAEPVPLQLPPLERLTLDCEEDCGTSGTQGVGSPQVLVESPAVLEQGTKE
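assay system = Cy5-tagged RRE RNA duplex with fluorescein-tagged Rev peptide | incubation = 5 + 15 min at 25 °C | also added = labelled Rev peptide | measure = % inhibition of FRET ratio versus controls | benchmarks = DMSO wells as 0% and neomycin B wells as 100% inhibition | measured by = FRET fluorescence readout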
EphB4 antag: blocks human EphB4 binding to ephrin-B2. P54760. 97,000 tested, 0.15% active. inhibition, % at 7 µM. EphB4 LBD / TNYL-RAW-Alexa532 peptide, fluorescence polarization. AID 720;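 active means inhibition above the screen-wide mean inhibition plus 3 SD, cut at about 15% in these data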;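 further: 0% = DMSO wells and 100% = excess unlabeled TNYL-RAW peptide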
Pyk2 oligo antag: blocks oligomerization of human Pyk2 in cells; Q14289; Q293 cells, Pyk2 FERM NanoBiT luminescence; hits give low values; z-score (the deposit names both 25 µM and 10 µM); 99,000 tested, 0.83% active; AID 1347419;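 active means Z-score of -3 or lower, scaled per plate to the spread of control and sample wells; inactive means z-score above -3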;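 further: negative z-score means lost luminescence so less FERM oligomerization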
FAK inh: inhibitors of human focal adhesion kinase | Q05397 | biochemical FAK kinase activity assay | inhibition, %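 (tested at 7 µM)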 | 97,000 tested, 0.84% active | AID 727; in the data active means inhibition above about 19%;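 further: 0% = DMSO and 100% = reference compound high control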
Active calls of the source: *; ? = inconclusive; · = no result given.

Results follow in this order: F-actin modifier, EphB4 antag, Plk1 PBD FP, PTPN22 inh 2, Pyk2 oligo antag, LYP act, Rev-RRE block, FAK inh, PLK1 kinase inh
> Cc1cc(C)c(C#N)c(N2CCCC2)n1
    -10, -4, -13, -14, 0.39, 10, 4, 4, -8
> O=C(Nc1ccc2oc(-c3ccc4ccccc4c3)nc2c1)c1ccc2c(c1)OCCO2
    -3, -9, -11, 31*, -0.04, -29, 6, -9, -9
> COc1ccc(S(=O)(=O)Nc2ccc(F)cc2)cc1N(C)S(=O)(=O)c1ccc(Cl)cc1
    -22, 2, -2, 0, -2.3, 2, 15, 3, -10
> CN(C)c1ccc(N2CN=C3SCC(=O)N3C2)cc1
    16, 6, -15, -6, -0.79, 9, -10, 15, 5
> CC(Sc1ccc(Cl)cc1)C(=O)Nc1ccc2c(c1)OCO2 (stereo not given)
    -2, -2, -1, 11, 0.5, -10, -4, -2, -7
> COc1ccc(CC(=O)Nc2c3c(nn2-c2ccccc2C)CS(=O)C3)cc1 (stereo not given)
    -18, -4, -17, -26, 0.61, 27, 2, -1, -10
> CCC1SC(=NC(=O)c2ccc(Cl)c(Cl)c2)NC1=O (stereo not given)
    0, -1, -13, -8, 0.2, 7, 0, -5, -14
> CCN(CC)CCOc1ccc2nc(N(C)C)sc2c1
    -1, -14, -10, -18, -0.13, 24, 0, -4, -4
> O=C1c2ccccc2C(Nc2ccccc2)N1c1cccnc1 (stereo not given)
    4, 1, -9, -4, ·, 3, 7, 3, -20
> CC(C)Cn1c(-c2ccccc2)nc2ccccc2c1=O
    9, -6, -24, -8, -0.06, 12, 4, -9, 0
> CN1CC(=O)N(CC(=O)NCc2ccc3c(c2)OCO3)C1=O
    -4, 1, -3, -3, 1.1, 3, 3, 0, -11
> CC(C)c1ccc(OCC(O)CN2CCN(c3ccccc3)CC2)cc1 (stereo not given)
    -33, 8, -14, -4, -1.4, 4, 5, 2, -9
> O=C(NCC1CCCO1)C1CCCN(S(=O)(=O)c2cccc3nsnc23)C1 (stereo not given)
    3, -1, -5, 0, 0.31, -1, 1, -3, -1
> O=C1C2CCCN2C(c2ccccc2)N1c1cccc(Cl)c1 (stereo not given)
    -13, 0, 6, -6, ·, 2, 5, 4, -9
> c1ccc(CN2CCN(c3ncccn3)CC2)nc1
    -23, 4, -2, -1, ·, -1, 3, 1, -4
> COc1ccc(N(CC(=O)NCc2ccccc2)S(=O)(=O)c2c(C)nn(C)c2C)cc1
    -1, 3, -6, 3, ·, -3, 2, -1, -11
> O=C(CCn1nc(-c2ccc(Cl)cc2)ccc1=O)NCc1cccnc1
    -18, 2, -7, 15, 0.32, -10, 1, 4, -7
> CC1CC(=O)NN=C1c1ccc(NCCO)c([N+](=O)[O-])c1 (stereo not given)
    -41, -10, -14, -5, 0.4, 12, 3, -6, -8
> O=C1OC(Nc2nccs2)c2ccccc21 (stereo not given)
    -38, -5, -24, -4, -0.34, 1, 4, -1, -3
> Cc1ccc(-n2ncc3c(=O)n(CC(=O)NC4CCCCC4)cnc32)cc1
    16, 2, 1, 2, -0.56, -2, 6, 2, -16
> N#CCCN(C(=O)COC(=O)c1ccc2c(c1)NC(=O)CS2)c1ccc2c(c1)OCCO2
    14, 3, -7, 10, -0.64, -10, 2, -2, 7
> COc1ccc(CN(C(=O)c2cccs2)C(C(=O)NC2CCCCC2)c2ccc3ncccc3c2)cc1 (stereo not given)
    24, 6, -6, -4, -3.1*, 1, 5, 1, -8
> Cc1ccc(C2N(c3ccccc3)C(=S)N3CCCN23)cc1 (stereo not given)
    -24, -2, -13, 10, 0.25, -8, 7, 0, -36
> CCOC(=O)c1cc(NC(=O)SCC(=O)O)c(C)nc1C
    -10, 7, 5, -11, -0.16, 5, 5, 0, -10
> CN(C)c1ccc(-c2nc3ccccc3n2C)cc1
    -27, -4, -5, -20, 1.5, 20, 0, -5, -7
> Cc1cccc(NC(=O)Cn2nnc(C(=O)NCc3cccs3)c2N)c1C
    -6, 2, -11, 14, 0.44, -10, 18, 3, -3
> Cc1ccc(S(=O)(=O)CCC(=O)OCC(=O)Nc2ncc(Cl)cc2Cl)cc1
    ·, 0, -15, 2, 0.98, -6, 11, 2, -7
> CCSc1nnc(NC(=O)CSc2nc3c(c(=O)n2-c2ccccc2)SCC3)s1
    9, -6, 5, 4, -1.9, -2, 6, -3, -9
> O=c1[nH]c2ccc(Cl)cc2c(-c2ccccc2)c1CN1CCOCC1
    -42, -3, -25, -1, -0.06, 0, 4, 3, 13
> COC(=O)C1=C(N)Oc2cc(C)n(CCN3CCOCC3)c(=O)c2C1c1cccnc1 (stereo not given)
    24, -3, 9, 9, 0.33, -12, 4, -1, -3
> CCOC(=O)C1CCCN(S(=O)(=O)c2cn(C)c(=O)n(C)c2=O)C1 (stereo not given)
    -13, 1, -30, -7, ·, 7, 7, 4, -13
> CN1CCN(S(=O)(=O)c2ccc(NC(=O)c3ccco3)cc2)CC1
    3, -3, 22, 4, 0.33, -6, 8, -3, -1
> O=C(OCN1C(=O)c2ccccc2C1=O)c1ccco1
    7, -2, 11, 6, 0.15, -8, 1, -7, -9
> COc1ccc(S(=O)(=O)Nc2cc(C(=O)NC(C)C)ccc2N2CCOCC2)cc1
    -3, -4, 12, 6, -0.21, -6, 4, 0, -1
> CCOC(=O)/C(=N\Nc1ccccc1)c1csc(Nc2ccc(C)cc2)n1
    -8, -1, -4, -12, -1.1, 13, -2, 1, -7
> Cc1ccc(C)n1-n1cnc2sc3c(c2c1=O)CCCCC3
    2, 5, 11, -4, -0.06, 7, -8, 2, -5
> CC(NC(=O)C1CCCC1)c1ccc2c(c1)OCCO2 (stereo not given)
    0, -6, -2, 6, -0.59, -3, 1, -5, -11
> CC(=O)Nc1ccc(NC(=O)C(C)OC(=O)CCC(=O)c2ccc(F)cc2)cc1 (stereo not given)
    2, -1, 32, -6, -0.12, 6, 0, 0, -5
> Cc1ccc(C)c(/C(O)=C2\C(=O)C(=O)N(CCCn3ccnc3)C2c2cccnc2)c1 (stereo not given)
    21, -4, -14, 2, 0.41, -7, -1, -8, -4
> COc1nc(-c2ccc(Cl)cc2)ccc1-c1noc(-c2cccs2)n1
    20, 0, -15, 8, 0.33, -5, 12, 0, -91
> Cc1nn(-c2ccc(F)cc2)c2nc(N)c(C#N)c(-c3cccs3)c12
    21, 2, 28, -8, -2.7, 4, 23, -1, -10
> COc1cccc(-c2nn(-c3ccccc3)cc2CO)c1
    8, -1, 0, 4, -0.51, -5, 11, -1, -6
> O=C(Nc1cccc(OC(=O)c2cccnc2)c1)c1cccnc1
    -31, 2, 14, -10, -0.14, 12, -6, -3, -2
> CCCCCCCCCCCC(=O)NC(C(=O)OCC)C(O)c1cccc([N+](=O)[O-])c1 (stereo not given)
    -2, 3, -13, 14, 0.18, -11, 13, 2, -7
> COC(CNC(=O)c1ccc2c(c1)nc(C)n2-c1ccc(F)c(F)c1)OC
    -2, 4, -18, 3, -0.81, -6, 3, -5, -10
> CCCC(=O)Nc1ccc(Cl)c(NC(=O)CC)c1
    ?, -2, 4, 5, 0.13, -2, 6, 5, -12
> Nc1nc(Cl)cc(N2CCC(c3cc(-c4ccc(Cl)cc4Cl)n[nH]3)CC2)n1
    23, -1, -20, -20, 0.91, 24, 9, -1, -11
> O=c1oc2c3c(nn2c2ccccc12)CCCC3
    0, 5, 8, -4, -0.17, 1, 0, 9, -6
> Cc1ccc(/C=N/NC(=O)CCCOc2ccc(Cl)cc2Cl)cc1[N+](=O)[O-]
    -9, -8, 8, -8, 0.35, 3, 4, 5, -6
> CCCOC(=O)c1[nH]c2c(c1C)C(=O)CC(c1cccs1)C2 (stereo not given)
    -17, 3, -8, -4, 0.59, 4, 11, 9, -6
> O=C(O)c1cccc(CSc2nnc(Cc3ccccc3)o2)c1
    -18, -7, -2, -13, 0.71, 8, 2, 6, -7
> CCOc1ccc(N2C(=O)c3ccccc3C2=O)cc1
    4, 1, 3, 1, 0.79, -2, 4, -1, 0
> COc1cccc(-c2csc(N3CCN(CC(=O)NNC(=O)c4ccc(Cl)cc4)CC3)n2)c1
    14, -5, -3, -6, 0.09, 9, -1, -2, -6
> O=C(c1cc2c(s1)-c1ccccc1OC2)N1CCN(c2ccccc2)CC1
    0, 0, 25, -12, ·, 9, 7, -11, -8
> CCCNC(=O)c1ccccc1NC(=O)C1COc2ccccc2O1 (stereo not given)
    15, -2, 20, 18, -0.27, -16, 1, 1, -18
> C/C(=N\NC(N)=O)c1ccc(Cl)cc1
    -6, 7, 12, -3, 0.5, 6, 5, -8, -12
> CCOC(=O)c1c(C)[nH]c(C(=O)Cn2nnc(-c3ccccc3Cl)n2)c1C
    -30, -2, -8, 5, 0.9, -8, -2, -6, -10
> Cc1cc(Br)c2c(c1)=C(c1sc(N3CCCCCC3)nc1O)C(=O)N=2
    4, -1, -3, -2, 0.17, 1, 5, 7, -14
> Cn1cc(Cl)c(C(=O)NC2CCCCCC2)n1
    10, 0, -11, -1, -0.12, -4, 2, 1, -5
> CCOC(=O)C1[C@H]2C(=O)N(C(C)c3ccc(OC)cc3)C[C@]23C=C[C@H]1O3 (stereo not given in full)
    -11, 8, -6, -7, 0.02, 7, 10, 4, -9

Remaining list, next part:
Results follow in this order: F-actin modifier, EphB4 antag, Plk1 PBD FP, PTPN22 inh 2, Pyk2 oligo antag, LYP act, Rev-RRE block, FAK inh, PLK1 kinase inh
> CCn1c2ccccc2c2cc(NC(C)=O)ccc21
    -25, 3, -1, 5, -0.54, -3, 10, 0, -14
> O=S(=O)(Nc1ccc(Oc2ncccn2)c(Cl)c1)c1ccc(F)cc1
    ·, 2, -8, -10, -0.24, 12, 6, -4, 6
> O=C(COC(=O)CCc1c[nH]c(=O)[nH]1)Nc1ccccc1
    6, 1, -9, 4, -0.04, -4, 18, 0, -8
> CN(C)c1cc(-c2ccccc2)nc(N)n1
    7, ·, 17, 6, ·, -8, ·, ·, 1
> COc1cc2[nH]c3c(=O)n(CCN4CCCCC4)cnc3c2cc1OC
    -3, -3, -2, -1, -0.33, -2, 7, -1, -13

In another format: 2 of the compounds above
mol: CN(C)c1cc(-c2ccccc2)nc(N)n1
- F-actin modifier = 7
- EphB4 antag = ·
- Plk1 PBD FP = 17
- PTPN22 inh 2 = 6
- Pyk2 oligo antag = ·
- LYP act = -8
- Rev-RRE block = ·
- FAK inh = ·
- PLK1 kinase inh = 1

mol: O=C(COC(=O)CCc1c[nH]c(=O)[nH]1)Nc1ccccc1
- F-actin modifier = 6
- EphB4 antag = 1
- Plk1 PBD FP = -9
- PTPN22 inh 2 = 4
- Pyk2 oligo antag = -0.04
- LYP act = -4
- Rev-RRE block = 18
- FAK inh = 0
- PLK1 kinase inh = -8

Rows were taken by chance, and some 3.5% of all compounds hit somewhere here.
